High-throughput results (PubChem BioAssay)
GSK3B inh: human GSK3beta kinase inhibitors, primary screen, biochemical, cell-free homogeneous, HTS; GST-GSK3beta kinase, ADP-Glo luminescence, 60 min; hits give low values; activity score (negative = inhibition), % at 10 µM; 300,000 tested, 0.038% active; AID 2097, 2009;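 active = more than half of replicate wells score below -50%, meaning over 50% inhibition versus plate controls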;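 note: 0% = median DMSO wells and -100% = median GW8510 positive control wells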
Target sequence (P49841 whole entry, looked up): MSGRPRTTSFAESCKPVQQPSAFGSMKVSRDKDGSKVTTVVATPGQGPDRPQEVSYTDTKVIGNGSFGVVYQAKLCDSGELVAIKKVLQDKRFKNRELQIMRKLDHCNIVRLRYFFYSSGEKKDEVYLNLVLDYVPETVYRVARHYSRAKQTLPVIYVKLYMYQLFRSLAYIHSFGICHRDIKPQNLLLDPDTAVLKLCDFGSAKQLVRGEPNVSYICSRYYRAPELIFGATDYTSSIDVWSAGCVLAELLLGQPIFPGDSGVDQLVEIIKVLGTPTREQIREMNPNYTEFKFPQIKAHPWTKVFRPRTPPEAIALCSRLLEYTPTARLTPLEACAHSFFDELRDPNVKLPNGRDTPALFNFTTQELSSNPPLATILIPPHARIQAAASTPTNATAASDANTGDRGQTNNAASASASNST
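Assay system: GST-fused GSK3beta enzyme, cell-free / Medium: Tris pH 7.5 buffer with MgCl2, DTT, BSA, heparin / Also added: peptide substrate plus 25 µM ATP (final) / Compound: 10 µM single point / Timing: kinase reaction with compound 60 min at room temperature / Detection: ADP-Glo luminescence / Benchmarks: DMSO neutral wells and GW8510 at 20 µM as positive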
aSyn UTR inh: MLPCN primary screen, SNCA 5' untranslated region | alpha-synuclein 5'UTR reporter, inhibitor activity | inhibition, % (tested at 7.5 µM) | 300,000 tested, 0.82% active | AID 1813, 2009; in the data active = inhibition above about 60%;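 note: H4 neuroglioblastoma cells stably carrying SNCA 5'UTR luciferase fusion; 0% = DMSO wells and 100% = positive control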
HSF-1 act: HSF-1 activators, primary screen, NIH3T3-HGL cells, MG132 stress, luminescence, single point | NIH3T3-HGL HSF-1 luciferase reporter, 8 h; 100% = twice DMSO control signal | activation, % at 9 µM | 300,000 tested, 1.7% active;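 active = mean replicate activation of at least 50% with a set share of replicates each reaching 50%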;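 note: 0% = median of the neutral control wells and 100% = twice that signal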
Platelet DG rel: inhibitors of platelet dense granule secretion, primary screen, cell-based, MLPCN, human platelets; 300,000 tested, 0.22% active; inhibition, %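 (compounds screened at 7.5 µM in platelet-rich plasma)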; human platelet-rich plasma, SFLLRN dense granule ATP release, luminescence; AID 1663, 2009;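 active = mean replicate score, as percent of positive control, at or above 50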
GSK3 alpha inh: blockers of GSK3A enzyme activity – biochemical, luminescence, cell-free homogeneous, HTS, primary screen. inhibition, % at 10 µM. Glycogen synthase kinase-3 alpha (Homo sapiens), P49840. GSK-3 alpha kinase, ADP-Glo luminescence, 60 min. AID 2650, 2010. 320,000 tested, 0.1% active;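 in the data active = inhibition above about 50%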;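 note: GST-tagged GSK-3 alpha with peptide substrate and 25 µM ATP; 0% = DMSO neutral wells and 100% = GW8510 positive control wells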
Target sequence (P49840 whole entry, looked up): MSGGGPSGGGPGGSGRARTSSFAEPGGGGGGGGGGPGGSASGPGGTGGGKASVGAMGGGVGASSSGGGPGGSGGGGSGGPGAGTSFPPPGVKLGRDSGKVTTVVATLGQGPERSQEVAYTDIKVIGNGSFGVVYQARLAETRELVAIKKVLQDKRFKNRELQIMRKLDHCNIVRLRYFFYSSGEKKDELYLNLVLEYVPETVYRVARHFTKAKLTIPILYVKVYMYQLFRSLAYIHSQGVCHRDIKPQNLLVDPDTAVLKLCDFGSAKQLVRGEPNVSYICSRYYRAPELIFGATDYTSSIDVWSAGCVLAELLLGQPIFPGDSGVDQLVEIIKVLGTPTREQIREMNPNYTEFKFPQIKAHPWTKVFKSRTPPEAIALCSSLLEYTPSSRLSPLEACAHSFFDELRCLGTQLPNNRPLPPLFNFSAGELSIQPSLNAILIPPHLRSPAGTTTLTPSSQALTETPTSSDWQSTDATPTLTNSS
IEC-6 tox: cytotoxicity in IEC-6 intestinal epithelial cells, primary screen, cytotoxicity control for KLF5 inhibitor project, cell-based, luminescence; IEC-6 cytotoxicity, luminescence viability; AID 1825, 2009; 290,000 tested, 0.78% active; inhibition, % at 5 µM; in the data active = inhibition above about 22%;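 note: 0% = plate median of test compound wells and 100% = cytotoxic reference compound wells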
HSP90 refold inh: HSP90 inhibitors, primary screen, cell lysate, luminescence | Rabbit reticulocyte lysate, luciferase refolding luminescence, 3 h | inhibition, % at 5.6 µM | 290,000 tested, 0.91% active;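 active = inhibition above the screen-wide mean plus 3 SD, computed separately per campaign, cut at about 16% in these data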;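 note: 0% = DMSO wells and 100% = 60 µM geldanamycin wells; inhibitors lower the luminescence because luciferase stays unfolded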
HSF1 inhib: HSF1 inhibitors in luciferase reporter cells, primary screen, cell-based, NIH3T3, luminescence; NIH3T3-HGL HSE-luciferase, MG132-induced, luminescence 8 h; hits give low values; activity change, negative = inhibition, % at 7.5 µM (by protocol); 300,000 tested, 0.77% active;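 active = more than half of replicate wells show activity change below -50%, luminescence cut by over half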;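 note: luciferase reports HSF-1 transcriptional activity via heat shock element; 0% = median of DMSO wells and -100% = zero luminescence signal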
Dyrk1A ADPGlo: rat Dyrk1A kinase inhibitors, primary screen, biochemical, single point, plate reader; inhibition, % at 12.5 µM; AID 504441, 2011; ADP-Glo luminescence, NFATc1 peptide; 310,000 tested, 0.43% active; Dual specificity tyrosine-phosphorylation-regulated kinase 1A (Rattus norvegicus), Q63470; in the data active = inhibition above about 50%;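 note: plate controls were vehicle with enzyme for no effect and no enzyme for full effect; many of its hits are not listed in these tables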
KLF5 inhibitor: KLF5 expression inhibitors, primary screen, DLD-1 cells, luminescence | DLD-1 KLF5 promoter-luciferase reporter | inhibition, % at 5 µM | 290,000 tested, 0.23% active;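 active = inhibition above a per-plate limit of that plate's mean compound inhibition plus 3 SD, cut at about 60% in these data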;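 note: 0% = DMSO wells and 100% = LY294002 at 200 µM; higher means less KLF5 promoter-driven luciferase light; inactives centre near -14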
Numbers without * were called inactive; · = not tested or not shown. The list is partial, so the mix of outcomes need not match the whole.

SMILES | GSK3B inh | aSyn UTR inh | HSF-1 act | Platelet DG rel | GSK3 alpha inh | IEC-6 tox | HSP90 refold inh | HSF1 inhib | Dyrk1A ADPGlo | KLF5 inhibitor
CCc1ccccc1NC(=S)N1CCNC(=O)C1CC(=O)OC (stereo not drawn) | 0 | -24 | 4 | -3 | 1 | -7 | -2 | -2 | 5 | -10
Cc1ccc(N2C(=O)N(CC(=O)NCc3ccc(Cl)cc3)C(=O)C2C)cc1 (stereo not drawn) | 1 | 47 | -1 | 1 | -1 | 2 | -1 | -1 | 0 | -32
O=C(O)c1cc(S(=O)(=O)NC(Cc2c[nH]c3ccccc23)C(=O)O)ccc1Cl (stereo not drawn) | 0 | 6 | -2 | -6 | -3 | -5 | -1 | -6 | 4 | -34
CC(=O)NS(=O)(=O)c1ccc(NC(=O)c2ccc(Br)o2)cc1 | 4 | -28 | -18 | -5 | -13 | 1 | 4 | -1 | 4 | -8
CCn1cc(CN2CCN(CC(C)(C)C)C(CCO)C2)c2ccccc21 (stereo not drawn) | 0 | -5 | 18 | -1 | 3 | 2 | 0 | -4 | 10 | -10
Cc1cccc(C)c1NC(=O)CCN1C(=O)C2C3CCC(C3)C2C1=O (stereo not drawn) | 3 | 24 | 9 | -2 | -1 | 2 | 1 | 7 | 3 | -1
O=c1cc(N2CCc3ccccc32)[nH]c(=O)n1-c1ccccc1Cl | -4 | -4 | -10 | 3 | -5 | 6 | -3 | -9 | 2 | 9
CC(C)c1ccc(N(CC(=O)NCC2CCCO2)C(=O)CCC(=O)Nc2nccs2)cc1 (stereo not drawn) | 4 | -31 | -2 | 6 | 2 | -4 | -3 | -9 | -9 | -31
Cc1nc([N+](=O)[O-])nn1C12CC3CC(CC(Cl)(C3)C1)C2 | -1 | 19 | -5 | -9 | -3 | 5 | -8 | -5 | -9 | 8
Cn1cccc1C(=O)NC(=O)COC(=O)c1ccc(S(C)(=O)=O)cc1 | · | · | 0 | · | 0 | · | · | 0 | -1 | ·
COc1ccc(-c2cn(-c3ccc(C)cc3)c(=O)n2CC(=O)Nc2cccc(F)c2)cc1 | -1 | 17 | -8 | 2 | -2 | 3 | 4 | -6 | -2 | -30
CN(C)S(=O)(=O)Oc1ccsc1C(=O)Nc1cccc(Cl)c1Cl | 2 | -38 | 30 | -15 | 2 | -4 | 0 | 1 | -5 | -6
C/C(CCC(C)C)=N\Nc1cc(C)c2ccccc2n1 | · | -18 | 4 | -3 | -2 | 3 | -1 | -6 | · | -12
CCN1CCN(Cc2ccc(NC(=O)Nc3ccc(SC)cc3)cc2)CC1 | 1 | -103 | -4 | 0 | -1 | 1 | -1 | 2 | 5 | -43
C=CCn1c(=O)c(C(=O)NCCNCC)c(O)c2ccccc21 | 2 | -6 | -9 | -4 | 3 | -4 | -3 | -1 | -3 | -40
Cc1cc(C)n(-c2nc3ccccc3nc2N2CCC(C)CC2)n1 | · | 2 | 13 | -1 | -3 | 2 | 2 | 0 | -14 | -34
O=C(CNC(=O)C12CC3CC(CC(C3)C1)C2)N/N=C\c1ccco1 | -1 | -10 | -8 | -6 | 2 | -10 | 1 | 1 | -5 | -5
CCOC(=O)CCNC(=O)N1CCCC(CNS(=O)(=O)c2cccs2)C1 (stereo not drawn) | 0 | -12 | 42 | -8 | 1 | 9 | 6 | 23 | -1 | 2
O=C1OCC2=C1C(c1ccccc1)CC(=O)N2c1cccc(F)c1 (stereo not drawn) | 1 | 11 | 4 | -3 | -4 | 2 | 5 | 14 | -5 | -38
CCOc1cc(NC(=S)NCCCN2CCOCC2)c(OCC)cc1NC(=O)C(C)C | -1 | 1 | -6 | -7 | 1 | 1 | 0 | -7 | -3 | -24
Cn1c(NNC(=O)c2c(F)cccc2F)cc(=O)n(C)c1=O | -1 | 2 | -8 | -9 | 0 | 8 | 4 | 1 | -1 | -13
CC(C)(C)c1ccc(C(=O)Nc2ccc(CC(=O)O)cc2)o1 | -1 | 111* | -64 | -14 | 0 | 0 | 22* | -59* | -2 | 48
Cc1cc(C)cc(NC(=O)CCCN2C(=O)C(c3ccccc3)Oc3cccnc32)c1 (stereo not drawn) | -1 | 20 | -7 | -13 | -1 | 2 | 3 | -4 | -4 | 4
C=CCN(Cc1nc(-c2cc(OC)c3c(c2)OCO3)oc1C)C1CCS(=O)(=O)C1 (stereo not drawn) | -2 | 12 | 8 | -1 | -3 | -3 | 1 | 1 | 2 | 2
COc1cccc(CNC(=O)c2ccc(COc3ccccc3)cc2)c1 | -2 | -10 | -19 | -2 | -3 | -6 | -2 | -2 | · | -12

Ordered by the number under HSF1 inhib (descending): 3 from the list above
Molecule | HSF1 inhib
CCc1ccccc1NC(=S)N1CCNC(=O)C1CC(=O)OC (stereo not drawn) | -2
CC(C)c1ccc(N(CC(=O)NCC2CCCO2)C(=O)CCC(=O)Nc2nccs2)cc1 (stereo not drawn) | -9
CC(C)(C)c1ccc(C(=O)Nc2ccc(CC(=O)O)cc2)o1 | -59*

(cont.)
SMILES | GSK3B inh | aSyn UTR inh | HSF-1 act | Platelet DG rel | GSK3 alpha inh | IEC-6 tox | HSP90 refold inh | HSF1 inhib | Dyrk1A ADPGlo | KLF5 inhibitor
Fc1ccc2c(c1)C(c1ccc(N3CCOCC3)cc1)=NNC(c1cccs1)=N2 | 2 | -25 | 33 | 0 | -3 | 2 | 2 | 16 | -1 | 13
COc1ccc(Cn2nnnc2C(c2cc(OC)ccc2OC)N2CCC(C(N)=O)CC2)cc1 (stereo not drawn) | 0 | 15 | 5 | 4 | 0 | -5 | 5 | -7 | -7 | 2
COc1ccc(-n2nc(C(=O)NCC(=O)NCc3ccc(F)cc3)c3ccccc3c2=O)cc1OC | -1 | 0 | -8 | -4 | -1 | 4 | 7 | 4 | 3 | -15
O=C(Nc1ccc(O)c2c(=O)cc(-c3cccc(Cl)c3)oc12)c1ccccc1Cl | 2 | 12 | -13 | -1 | -3 | · | · | -1 | -3 | ·
COc1ccc2nc(Cl)c(C3CC(c4ccco4)=NN3C(=O)CCCC(=O)O)cc2c1 (stereo not drawn) | -2 | 4 | -1 | -17 | -2 | -18 | 3 | 8 | 4 | -11
CCOc1ccc(N2C(=O)c3cccnc3C2Nc2ccc(F)cc2)cc1 (stereo not drawn) | 2 | -34 | 45 | 19 | 2 | 5 | -3 | 19 | -7 | -10
Cc1cc(Cl)c(S(N)(=O)=O)cc1OCC(N)=O | 1 | 12 | -9 | 2 | 3 | 0 | 7 | -6 | 6 | -6
COc1ccc(OC)c(CCNC(=O)c2ccc3c(c2)N(Cc2ccccc2)CCS3)c1 | 3 | -10 | 45 | -1 | 2 | 2 | 6 | 23 | 2 | -28
Cc1ccc(C(=O)C(C)OC(=O)Cn2cnc3c2c(=O)n(C)c(=O)n3C)cc1 (stereo not drawn) | -3 | 11 | -10 | 7 | 0 | · | · | -3 | -1 | ·
CC(=O)NC(=S)Nc1cc(C(F)(F)F)ccc1N1CCOCC1 | -21 | 26 | -1 | -33 | 15 | 9 | -8 | -16 | 15 | -9
Cc1ccccc1C(=O)Nc1ccnn1C1CCN(Cc2cnn(C)c2)CC1 | 1 | 16 | -2 | 10 | 0 | 2 | 1 | 0 | -1 | 1
CCOC(=O)CCCNC(=O)CCNC(=O)c1ccc(OCC(C)C)cc1 | -2 | 5 | 16 | -1 | -2 | -8 | -9 | 2 | · | -22
CC(=O)c1ccc(OCC(O)CN(C)CCOc2ccc(Br)cc2)cc1 (stereo not drawn) | -2 | 8 | 4 | -9 | -2 | 9 | -2 | -3 | -3 | 1
CNC(C)C#Cc1ccc2c(=O)c3ccccc3oc2c1 (stereo not drawn) | -1 | -244 | 47 | 3 | -2 | · | · | 35 | 8 | ·
CCOc1ccc2[nH]c3c(NCCC(C)C)ncnc3c2c1 | -1 | -43 | 23 | -1 | 1 | 7 | 2 | 15 | -5 | -7
Clc1ccc(Cc2ccc(SCc3ccccc3)nn2)c(Cl)c1 | 0 | 11 | 0 | -2 | -3 | -10 | -1 | 2 | -8 | -13
COc1ccc(-c2nn(-c3ccccc3)cc2/C=N/NC(=O)c2ccc3c(c2)OCO3)cc1 | 1 | -116 | 1 | 5 | -1 | -9 | -2 | -9 | · | -21
CC(=O)Nc1ccc(NS(=O)(=O)c2ccc3ccccc3c2)cc1 | 7 | -11 | 24 | 12 | -2 | 0 | 4 | -1 | -3 | -18
COc1ccccc1OCC(=O)NNC(=O)c1ccc2c(=O)n3c(nc2c1)CCC3 | 0 | 1 | -6 | -6 | 0 | -2 | 0 | -5 | -1 | -15
CCN1C(=O)N[C@@H](c2cccc(C(F)(F)F)c2)C(C(=O)OC)=C1C | -1 | 2 | 7 | -1 | 1 | · | · | 9 | -4 | ·
CSc1nnc(C(C)(C)C)c(=O)n1/N=C/c1c(O)ccc2ccccc12 | 3 | 6 | 1 | 4 | -3 | 3 | 0 | -2 | 1 | 6
O=C(NCc1ccco1)c1ccc(Cl)c(S(=O)(=O)N2CCOCC2)c1 | 0 | 12 | -4 | 1 | 0 | 0 | -3 | -4 | 4 | -14
CN(Cc1c(C(=O)N/N=C/c2cc(F)ccc2F)nnn1-c1nonc1N)C1CCCCC1 | -1 | 0 | 1 | 1 | 7 | -5 | -3 | 1 | -5 | -30
CCOC(=O)c1ccc2c(c1)sc(=NC(=O)c1ccco1)n2CCOC | 1 | -15 | 9 | 7 | 1 | -3 | 0 | 4 | -7 | -11
O=C(NC(=S)NC1CCCCC1)c1ccccc1 | -2 | -95 | 8 | -6 | 0 | 7 | -4 | 18 | 10 | -59
SMILES | GSK3B inh | aSyn UTR inh | HSF-1 act | Platelet DG rel | GSK3 alpha inh | IEC-6 tox | HSP90 refold inh | HSF1 inhib | Dyrk1A ADPGlo | KLF5 inhibitor
Cc1cc2oc(C(=O)Nc3c(C)n(C)n(-c4ccccc4)c3=O)c(C)c2cc1Cl | -3 | -33 | 5 | -2 | 0 | -1 | 0 | 0 | -4 | -49
Cc1ccc(-c2nc(CN3CCCCC3c3cccc(F)c3)c(C)o2)o1 (stereo not drawn) | 1 | -6 | 29 | 5 | 2 | 5 | 2 | 9 | 7 | 2
Cc1ccc(NS(=O)(=O)c2ccc(C(=O)N3CCOCC3)cc2)cc1 | 0 | 7 | -4 | 21 | -2 | · | · | -2 | 0 | ·
COc1ccc(-c2n[nH]c3c2CN(C(=O)c2ccc(OC)c(OC)c2)CC3)cc1 | 1 | 24 | -1 | 11 | 1 | 40* | 3 | -11 | 0 | 29
O=C1CC(=O)Nc2cc(S(=O)(=O)N3CCN(c4ccc([N+](=O)[O-])cc4)CC3)ccc2N1 | 0 | -15 | -6 | -11 | 3 | 1 | -2 | -9 | -7 | -9
COc1cc(/C=N\Nc2cc(=O)n(C)c(=O)n2C)ccc1O | -1 | -20 | 1 | -4 | -3 | 2 | 1 | 4 | 3 | -8
